K1F lysis inhibition: inhibition of K1F phage lysis, E. coli UTI89, bacterial capsule biogenesis inhibitors, alamar blue (AID 488966) | inhibition, % at 100 µM, or IC50 in µM where a hit was titrated | E. coli UTI89 K1F phage lysis, alamar blue, 2 h; higher % means a stronger effect | actives 0.02% (n = 340,000);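 active = phage lysis inhibition, versus mean bacterial control, above a set limit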;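 note: capsule biogenesis inhibitors block K1F phage lysis so surviving cells raise fluorescence; higher fluorescence means more inhibition of phage lysis; actives were called in the ten point dose series up to 300 µM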
* = called active by the depositor; [ ] = remark or other dose. A portion of the library. The share of hits here may be higher or lower than overall.

SMILES	K1F lysis inhibition
COc1ccc(NC(=O)C2CCCN2C(=O)NC2CCCCC2)cc1 (stereo not given)	0.3%
COc1ccc(C)cc1NC(=O)c1ccc(NS(=O)(=O)c2cccs2)cc1	0.1%
NC(=O)c1ccccc1OCCOc1ccc(Br)cc1	3.0%
CCOC(=O)c1oc2cc(O)cc(C)c2c1C	-1.4%
Cc1ccc(S(=O)(=O)NCc2ccccn2)c(C)c1	-2.6%
Cn1c(=O)oc2cc(S(=O)(=O)NC3CCCCC3)ccc21	-0.1%
COc1ccc(OC)c(NC(=O)CN2C(=O)NC(C)(c3ccc4c(c3)OCCO4)C2=O)c1 (stereo not given)	-0.2%
COc1ccc(CNC(=O)COC(=O)c2cccs2)cc1	0.3%
COC(=O)c1cc(S(=O)(=O)NCCN2CCOCC2)cn1C	0.3%
Fc1cccc(-n2cc(-c3ccccc3)c3c(=S)nc[nH]c32)c1	0.1%
COc1ccccc1C(=O)O[C@H]1[C@H](Cc2ccccc2)NS(=O)(=O)[C@H]2C[C@@H]3C=C[C@]12O3	-1.4%
CN(CC(=O)Nc1ccccc1Cl)C(=O)Cn1cnc2ccccc2c1=O	1.8%[50 µM]
Cc1ccc(CNS(=O)(=O)c2ccc3c(c2)N(C)CCO3)cc1	0.5%
COc1ccccc1NS(=O)(=O)c1ccc(-c2cnc(C3CC3)o2)cc1	-0.2%
Cc1c(NC(=O)c2cc(-c3ccc(Cl)c(Cl)c3)on2)c(=O)n(-c2ccccc2)n1C	0.0%
CCC(C)NC(=O)CCc1nnc2ccc(N3CCC(C)CC3)nn12 (stereo not given)	0.3%
S=c1[nH]nc(COc2ccccc2)n1/N=C/c1ccc(Cl)cc1Cl	-1.1%[50 µM]
COc1ccc(OC)c(C2NC(=O)NC(C)=C2C(=O)OCc2ccccc2)c1 (stereo not given)	0.2%
COc1cc2c(cc1OC)CC(C(=O)NCc1ccccc1)NC2 (stereo not given)	0.1%
COc1cccc(/C=N/n2c(COc3ccccc3)n[nH]c2=S)c1O	-1.0%[50 µM]
CC(=O)Nc1ccc(OC(=O)Cc2ccc(Cl)cc2)cc1	0.0%
CN(CC(=O)Nc1ccc(N2CCOCC2)cc1)C(=O)CSc1ccc(F)cc1	1.4%[50 µM]
O=C(COC(=O)CCc1nc2ccccc2c(=O)[nH]1)Nc1c(Cl)cccc1C(F)(F)F	0.5%[50 µM]
Cc1ccc(CCNC(=O)C2CCC(=O)N2Cc2ccc(F)cc2)cc1 (stereo not given)	0.0%

As entered above:
Result for COc1ccc(OC)c(NC(=O)CN2C(=O)NC(C)(c3ccc4c(c3)OCCO4)C2=O)c1 (stereo not given) under K1F lysis inhibition: -0.2%
Result for CCOC(=O)c1oc2cc(O)cc(C)c2c1C under K1F lysis inhibition: -1.4%
Result for COc1ccc(C)cc1NC(=O)c1ccc(NS(=O)(=O)c2cccs2)cc1 under K1F lysis inhibition: 0.1%
Result for Cc1c(NC(=O)c2cc(-c3ccc(Cl)c(Cl)c3)on2)c(=O)n(-c2ccccc2)n1C under K1F lysis inhibition: 0.0%
Result for COc1ccc(OC)c(C2NC(=O)NC(C)=C2C(=O)OCc2ccccc2)c1 (stereo not given) under K1F lysis inhibition: 0.2%
Result for COc1ccc(NC(=O)C2CCCN2C(=O)NC2CCCCC2)cc1 (stereo not given) under K1F lysis inhibition: 0.3%

Further records follow.
SMILES	K1F lysis inhibition
C[C@]12c3[nH]c4ccccc4c3CCN1C(=O)C(CC(=O)NCC13CC4CC(CC(C4)C1)C3)C[C@@H]2C(=O)N1CCOCC1 (stereo not given in full)	0.1%
Cc1cccc(NS(=O)(=O)c2cc(C(=O)NCc3ccccn3)ccc2C)c1	0.1%
O=C(NCCc1ccc(Cl)cc1Cl)C1=CC=CN2CCS(=O)(=O)N=C12	0.1%[50 µM]
CCN(CC)CCN(C(=O)c1ccc2c(c1)CCCC2)c1nc2cc(OC)c(OC)cc2s1	1.4%[50 µM]
Cc1ccc(NC(=O)c2ccc(NCCCN3CCC(C)CC3)c([N+](=O)[O-])c2)c(C)c1	0.0%
O=C(CC1C(=O)NCCN1Cc1ccccc1C(F)(F)F)NC1CCC1 (stereo not given)	-0.1%
O=C(COC(=O)c1cc(=O)c2ccccc2o1)Nc1ccccc1F	1.2%
CN(C(=O)COc1ccc2ccc(=O)oc2c1)C1CCS(=O)(=O)C1 (stereo not given)	0.0%
COc1ccc(CC(=O)N(C)Cc2ccc(Cl)cc2)cc1S(=O)(=O)N1CCOCC1	0.4%[50 µM]
Cc1cccc([C@@H]2[C@@H]3C(=O)N(Cc4ccccc4)C(=O)[C@@H]3[C@]3(C)C(=O)N(c4ccc(C(F)(F)F)cc4)C(=O)N23)c1	2.4%
CC(=O)Nc1ccc(NC(=O)c2cccc(S(=O)(=O)N3CCCCCC3)c2)cc1	5.4%
COc1ccc(Cl)cc1NC(=O)CN(C)C(=O)Cc1ccc2c(c1)CCC2	-0.1%

Pulled by structure from above:
SMILES	K1F lysis inhibition
Cc1ccc(NC(=O)c2ccc(NCCCN3CCC(C)CC3)c([N+](=O)[O-])c2)c(C)c1	0.0%
CCN(CC)CCN(C(=O)c1ccc2c(c1)CCCC2)c1nc2cc(OC)c(OC)cc2s1	1.4%[50 µM]
Cc1cccc([C@@H]2[C@@H]3C(=O)N(Cc4ccccc4)C(=O)[C@@H]3[C@]3(C)C(=O)N(c4ccc(C(F)(F)F)cc4)C(=O)N23)c1	2.4%
COc1ccc(CC(=O)N(C)Cc2ccc(Cl)cc2)cc1S(=O)(=O)N1CCOCC1	0.4%[50 µM]
O=C(COC(=O)c1cc(=O)c2ccccc2o1)Nc1ccccc1F	1.2%

(further entries)
SMILES	K1F lysis inhibition
O=C(COc1ccc(Cl)cc1)Nc1nnc(S(=O)(=O)N2CCCCCC2)s1	-0.7%
O=C(CSc1nc2ncccc2[nH]1)Nc1c(F)cc(F)cc1Br	-0.1%
Cc1ccc2nc(N3CCN(CCO)CC3)nc(-c3ccccc3)c2c1	-0.1%
CCOc1ccc(NS(=O)(=O)c2ccc(C(=O)NCC(c3ccc(OC)cc3)N3CCOCC3)cc2)cc1 (stereo not given)	-0.1%[50 µM]
Cc1nnc2sc(SCC(=O)N3CCCCC3)nn2c1=O	1.1%[50 µM]
O=Cc1cn(CCOc2ccccc2F)c2ccccc12	-0.1%
O=C(COC(=O)Cc1c[nH]c2ccccc12)NC1CCS(=O)(=O)C1 (stereo not given)	0.8%[50 µM]
CCCCNc1c(-c2ccc(SC(C)CC)cc2)nc2ccccn12 (stereo not given)	1.6%
CC(=O)c1c(C)[nH]c(C(=O)COC(=O)c2nccnc2N)c1C	1.1%[50 µM]
C#CCCc1ccccc1/C=[N+](/C)[O-]	4.1%
Cc1cc(=O)oc2cc(OCC(=O)Nc3c(Cl)cccc3C(F)(F)F)ccc12	-0.1%
CC1CCC(NC(=O)COC(=O)CCC(=O)c2ccc(Cl)s2)CC1 (stereo not given)	1.8%[50 µM]
CCC(C)[C@H](NC(=O)C1CCC(CNC(=O)[C@@H]2CCCN2C(=O)OC(C)(C)C)CC1)C(=O)O (stereo not given in full)	-0.7%[50 µM]
CCOC(=O)c1cccc(NC(=O)COc2nsnc2N2CCOCC2)c1	0.1%
COc1cc(C2C3=C(COC3=O)Oc3cc4c(cc32)OCO4)cc(OC)c1OC(C)=O (stereo not given)	-2.0%
Cc1cc(C)c(C(=O)C(C)OC(=O)C2=COCCO2)cc1C (stereo not given)	-0.1%
O=C(NCc1ccc2c(c1)OCO2)C(=O)Nc1cc2c3c(c1)CC(=O)N3CCC2	1.4%[50 µM]
O=c1c2ccccc2ncn1/N=C/c1ccccc1	-0.2%
CCc1ccccc1N(CC(=O)NCc1ccco1)C(=O)CCC(=O)Nc1nccs1	-0.1%
COc1ccc(C)cc1NC(=O)c1sc2nc(C)nc(N3CCOCC3)c2c1C	0.1%
COc1ccc2[nH]c3c(c2c1)CCN1C(=O)C(CC(=O)NCCC2=CCCCC2)C[C@H](C(=O)N2CCOCC2)[C@@]31CCC1CCCC1 (stereo not given in full)	-0.1%
C=CCN(Cc1cccc(OC)c1OC)C(=O)Oc1ccccc1	0.7%[50 µM]
O=C(c1cccc(Br)c1)N1CCN(C2=NS(=O)(=O)c3ccccc32)CC1	0.0%
COCCn1c(SCC(=O)Nc2ccc(F)cc2)nc2ccccc2c1=O	0.3%
COc1cc(CC(=O)OCC(=O)NCc2ccc(C)cc2)cc(OC)c1OC	0.0%[50 µM]
O=C(Nc1cccc(F)c1)C1CCCN(S(=O)(=O)c2ccccc2)C1 (stereo not given)	2.2%[50 µM]
CC(=O)Nc1ccc(S(=O)(=O)NCCC(=O)N2CCC(Cc3ccccc3)CC2)cc1	-0.3%[50 µM]
N#Cc1nc(Nc2cccc(Cl)c2)c2ncn(C3CCCC3)c2n1	1.6%
COc1ccc(C)cc1NC(=O)CCN1CCN(c2ccccc2)CC1	0.2%
Cc1ccsc1CN(C)C(=O)c1cc(S(=O)(=O)N2CCOCC2)ccc1N1CCCC1	0.3%[50 µM]
Cc1[nH]ncc1-c1nc2ccccc2[nH]1	0.1%
O=C(Nc1cccnc1)c1cc(-c2cccc(Br)c2)nc2ccccc12	0.2%
COc1ccccc1/C=C1\SC(=S)N(CCC(=O)N2CCCCC2CCO)C1=O (stereo not given)	0.1%
CC(=O)Nc1ccc(NC(=O)COC(=O)c2ccc(S(=O)(=O)N(C)c3ccccc3)cc2)cc1	-0.5%
COc1ccccc1CNC(=O)C1CCCN(S(=O)(=O)c2ccc3c(c2)C(C)(C)C(=O)N3C)C1 (stereo not given)	0.0%
CC(=O)N1C(=O)NC(c2ccccc2)=C([N+](=O)[O-])C1c1ccccc1 (stereo not given)	0.1%

2 entries from above in a different format.
O=C(Nc1cccnc1)c1cc(-c2cccc(Br)c2)nc2ccccc12
  K1F lysis inhibition: 0.2%
COc1ccccc1/C=C1\SC(=S)N(CCC(=O)N2CCCCC2CCO)C1=O (stereo not given)
  K1F lysis inhibition: 0.1%

(further entries)
SMILES	K1F lysis inhibition
CCc1cn(C2CC(O)C(CO)O2)c(=O)[nH]c1=O (stereo not given)	2.1%[50 µM]
Cc1ccc(Cn2c(CCCO)nc3ccccc32)cc1	0.5%
Cc1ccc(NC(=S)NC(=O)C2CC2)cc1Cl	0.0%
COc1ccccc1NC(=O)CSc1n[nH]c(Cc2ccccc2)n1	0.0%
NC(=O)C1CCN(c2ccc3c(c2)S(=O)(=O)c2ccccc2C3=O)CC1	0.1%
CCCN1CCN(C(=O)C2CCN(S(=O)(=O)c3ccc4c(c3)NC(=O)C(C)S4)CC2)CC1 (stereo not given)	0.4%
COc1cccc(CNC(=O)CN2C(=O)COc3ccc(S(=O)(=O)N4CCC(C)CC4)cc32)c1	-0.5%
COc1ccc(OC)c(S(=O)(=O)N2CCCC(C(=O)NCc3ccco3)C2)c1 (stereo not given)	0.1%
Cc1ccc2sc(N(CCN(C)C)C(=O)c3ccc(S(=O)(=O)N4CC(C)OC(C)C4)cc3)nc2c1C (stereo not given)	0.0%
O=C(NCCc1ccccn1)c1c(-c2ccsc2)sc2ccccc12	-0.1%
COc1ccc(CCNC(=O)CCCc2ccccc2)cc1	0.0%
COc1ccc(NC(=S)NCc2ccc(Cl)cc2)c(OC)c1	-1.1%
CCOCCCn1c(SCC(=O)NC2CCCC2)nc2ccccc2c1=O	0.1%
Cc1noc(C)c1C(=O)Nc1ccccc1N1CCCC1	0.8%[50 µM]
Cc1cccc(NC(=O)NC2CCCc3ccccc32)c1 (stereo not given)	0.1%
CCOc1ccc(S(=O)(=O)N(CC(=O)NCc2ccncc2)c2ccc(C)cc2)cc1	-0.1%
O=C(NCc1cc([N+](=O)[O-])ccc1O)c1cccc(NS(=O)(=O)c2ccccc2)c1	-0.3%
O=C(CNC(=O)c1ccco1)NNC(=O)c1ccc(Br)cc1	1.6%[50 µM]
Cc1ccc(-c2nnc(-c3cccc4ccccc34)o2)cc1	-0.9%
COc1ccc(Cc2nnc(NC(=O)c3ccc(C)cc3)s2)cc1OC	0.2%
CC1CC(C)CN(C(=O)Cn2c(=O)n(CCCC(=O)NCc3ccco3)c(=O)c3sccc32)C1 (stereo not given)	-0.1%
CNC(=O)C1CC(=O)N(c2ccc(OCC(=O)NCc3ccccc3)cc2)C1 (stereo not given)	0.4%
Cc1ccc(-n2cc(CCCCCCCCC(=O)O)nn2)cc1	0.2%
Cc1ccc(NC(=O)C(C)N2C(=O)c3ccccc3C2=O)c(C)c1 (stereo not given)	0.1%
COc1ccc2nc(-c3ccccc3)[nH]c(=O)c2c1	0.3%
CC(C)[C@H](NC(=O)c1nn(Cc2ccccc2)c(=O)c2ccccc12)C(=O)O	1.2%
CSc1ccc(S(=O)(=O)N2CCC(C(=O)Nc3ccc(NC(C)=O)cc3)CC2)cc1	0.2%
CCCN(C(=O)CSc1nnc(N)s1)c1c(N)n(Cc2ccccc2)c(=O)[nH]c1=O	1.3%
Cc1cccc(N2CCN(C(=O)Cc3ccccc3[N+](=O)[O-])CC2)c1C	0.3%
C=CCn1c(C)cc(C(=O)CSc2nnc(C3CC3)n2C2CC2)c1C	1.1%[50 µM]
Cc1ccc(S(=O)(=O)NN2C(=O)c3ccccc3NC2c2ccccc2F)cc1 (stereo not given)	0.2%
NC(=O)CC(NC(=O)Cc1cccc2ccccc12)c1ccc(N2CCCCCC2)c([N+](=O)[O-])c1 (stereo not given)	0.1%
CC(C)CN1CC(C)C(=O)N(c2ccccc2)C1=S (stereo not given)	1.3%
CCOc1ccc(NC(=O)CN(C)C(=O)CCCc2c[nH]c3ccccc23)cc1OCC	-0.3%[50 µM]
O=c1oc2ccccc2c2c1cnc1ccccc12	0.1%
CC(=O)N1CCOc2ccc(S(=O)(=O)N3CC(C)CC(C)C3)cc21 (stereo not given)	0.0%
O=C(CSc1nc2sc3c(c2c(=O)n1-c1ccccc1)CCCC3)N/N=C/c1ccc(C(=O)O)cc1	-0.2%
Cc1ccc(C(=O)NC2CCCc3ccccc32)cc1[N+](=O)[O-] (stereo not given)	0.1%
Cc1nonc1NC(=O)CSc1cn[nH]n1	0.2%

Reformatted as a markdown table: entries from further up.
| SMILES | K1F lysis inhibition |
| --- | --- |
| CC(=O)N1CCOc2ccc(S(=O)(=O)N3CC(C)CC(C)C3)cc21 (stereo not given) | 0.0% |
| O=C(CSc1nc2sc3c(c2c(=O)n1-c1ccccc1)CCCC3)N/N=C/c1ccc(C(=O)O)cc1 | -0.2% |
